Assay outcomes (PubChem)
D2 antagonist = HTS Assay for Allosteric Antagonists of the Human D2 Dopamine Receptor: Primary Screen for Antagonists; inhibition, % at 10 µM; hit rate 2% among 340,000; D(2) dopamine receptor (Homo sapiens), P14416; HEK293 TREx D2 cells, calcium flux, dopamine EC80; in the data active = inhibition above about 30%; note: 0% is about no effect
Target sequence (P14416 whole entry, looked up): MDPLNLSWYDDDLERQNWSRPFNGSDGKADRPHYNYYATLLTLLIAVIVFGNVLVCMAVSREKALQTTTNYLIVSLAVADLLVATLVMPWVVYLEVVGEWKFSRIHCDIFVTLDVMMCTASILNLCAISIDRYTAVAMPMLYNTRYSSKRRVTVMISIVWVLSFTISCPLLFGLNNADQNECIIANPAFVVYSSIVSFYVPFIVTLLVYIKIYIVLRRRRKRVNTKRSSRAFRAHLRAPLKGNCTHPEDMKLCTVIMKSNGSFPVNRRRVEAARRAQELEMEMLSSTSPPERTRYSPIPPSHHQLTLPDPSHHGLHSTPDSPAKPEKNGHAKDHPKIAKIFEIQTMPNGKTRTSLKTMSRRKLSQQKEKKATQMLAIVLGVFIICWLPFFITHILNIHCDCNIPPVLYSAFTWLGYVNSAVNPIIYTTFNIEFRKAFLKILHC
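Calcium flux kinetic readout in an inducible HEK293 TREx D2 line plated overnight at 30 C. After 180 s compound exposure, an EC80 dopamine challenge follows with another 180 s kinetic read to detect antagonism.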
D2 ag = HTS Assay for Allosteric Agonists of the Human D2 Dopamine Receptor: Primary Screen for Agonists; activation, % at 2 µM; D(2) dopamine receptor (Homo sapiens), P14416; AID 485358, 2010; hit rate 0.53% among 340,000; HEK293 T-REx D2 cells, calcium flux agonist mode;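 active = activation over 3 SD above normal in the single-dose calcium agonist read, cut at about 30% in these data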; note: 0% is about no effect
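Agonism scored from kinetic calcium signal (1 read/sec, 180 s) following compound pin transfer, after a 10 s baseline. Cells: HEK293 Trex line expressing inducible D2 receptor coupled to calcium, dye-loaded after overnight culture at 30 C.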
LDHA inh = qHTS assay for inhibitors of human lactate dehydrogenase | activity change, % (values are at about 110 or 230 µM) | AID 1347041, 2019 | L-lactate dehydrogenase A chain (Homo sapiens), P00338 | purified LDHA, NADH/diaphorase-resazurin fluorescence; hits give low values | hit rate 0.15% among 480,000; in the data active = activity change below about -30%; inconclusive = mostly about -25% to -30%;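 note: plate controls were DMSO wells for no effect and wells without enzyme for full effect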
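LDH5 2 nM; NADH 0.06 mM, pyruvate 0.2 mM; 200 mM Tris pH 7.4, EDTA, Tween-20; 5 min RT. Detection: diaphorase 0.133 mg/mL + resazurin 37 µM, fluorescence ex540/em590 at 0 and 20 min; normalized to enzyme-free and DMSO wells.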
Glioma ERSR ind = qHTS for Inducers of the Endoplasmic Reticulum Stress Response (ERSR) in Human Glioma: qHTS. Potency, µM, inactives show top-dose activation, actives largely listed as activators. hit rate 0.02% among 420,000. AID 602332, 2012. U87-MG GRP78 promoter luciferase reporter, 16 h; note: potency is the fitted concentration of half-maximal effect; series mostly up to about 76 µM; % of control where 0% means no effect; nearly all actives have a fitted effect of over 35% in size
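Stably transfected U87-MG glioma cells carrying a GRP78-based luciferase sensor; 16 h compound incubation. Luminescence end-point read 10 min after Bright-Glo addition at room temperature.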
Vif-A3G inh = qHTS for Inhibitors of Vif-A3G Interactions: qHTS. DNA dC->dU-editing enzyme APOBEC-3G (Homo sapiens), Q9HC16. HeLa A3G-eYFP + Vif (tagged APOBEC3G with the HIV-1 protein that degrades it), YFP fluorescence, overnight. Potency, µM (doses to about 46.1 µM), without a hit: at the top dose activity, negative = active, hits mostly inhibitors. hit rate 0.076% among 410,000. AID 602310, 2012;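 note: potency is the fitted concentration of half-maximal effect; % is set by controls: 0 for no effect and ±100 for the full control effect; nearly all actives have a fitted effect of over 60% in size; hits raise eYFP signal because A3G escapes Vif-driven loss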
Target sequence (Q9HC16 whole entry, looked up): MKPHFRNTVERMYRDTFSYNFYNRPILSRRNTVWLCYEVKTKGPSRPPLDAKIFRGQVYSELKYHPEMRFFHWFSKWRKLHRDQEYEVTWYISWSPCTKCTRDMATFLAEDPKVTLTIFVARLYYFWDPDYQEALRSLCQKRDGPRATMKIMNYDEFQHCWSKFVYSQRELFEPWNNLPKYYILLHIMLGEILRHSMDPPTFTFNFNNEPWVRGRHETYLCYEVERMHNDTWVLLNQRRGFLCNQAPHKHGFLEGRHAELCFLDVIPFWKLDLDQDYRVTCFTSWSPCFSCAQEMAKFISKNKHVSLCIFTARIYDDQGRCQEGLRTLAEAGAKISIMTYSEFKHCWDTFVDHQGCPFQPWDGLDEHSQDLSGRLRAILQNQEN
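HeLa cells stably expressing Vif and C-terminally eYFP-tagged A3G, seeded overnight at 37 deg C, then exposed to compound by pintool overnight at 37 deg C. Rise in yellow fluorescence (Ex 488/Em 500-530, Acumen) marks blocked Vif-driven A3G degradation.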
12-LOX inh = Primary qHTS assay for inhibitors of human arachidonate 12S-lipoxygenase (ALOX12): Round 2 | Polyunsaturated fatty acid lipoxygenase ALOX12 (Homo sapiens), P18054 | purified 12hLO, xylenol orange hydroperoxide absorbance | Potency, µM (top dose mostly 108 µM), without a hit: top-dose activity change, negative = inhibition, usual class: inhibitors | hit rate 1.1% among 580,000; note: potency is the fitted concentration of half-maximal effect; % is set by controls: 0 for no effect and ±100 for the full control effect
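Purified human 12hLO at 150 nM in 25 mM Hepes, 0.01% Triton X-100, pH 7.0, preincubated 15 min at room temperature with compound. Reaction started with 40 uM arachidonic acid, 30 min at room temperature. Hydroperoxide measured by Fe-xylenol orange, 573/405 nm absorbance ratio.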
ERG Ets-DNA blk = qHTS for Small Molecule Inhibitors of the ERG Ets/DNA interaction | Transcriptional regulator ERG (Homo sapiens), P11308 | fluorescence polarization, His-ERG Ets domain / labelled DNA | Potency, µM (titrated, usually from 76.9 µM), inactives show at the highest dose FP activity, negative = inhibition, most hits filed as inhibitors | hit rate 0.028% among 370,000 | AID 624246, 2012; active = well fitted inhibition curve with a large enough effect in the polarisation, with a control signal flat; inconclusive = small, poorly fitted or top-dose-only effect, or effect the other way, or a change in a side signal; inactive = no such curve, though single readings can be large or run the other way; the % refers to the polarisation;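 note: polarization taken with two DNA probes labelled with fluorescein and Texas red; potency is the fitted concentration of half-maximal effect; % of control where 0% means no effect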
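His-tagged ERG Ets domain (1 uM in the protein solution; 300mM KCl, 50mM Tris-HCl, 1mM EDTA, 1mM DTT, pH 7.5) received compound, then a probe mix of 5 nM fluorescein-DNA and 100nM Texas-615-DNA. Fluorescence polarization was read for both dyes.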
Vif-A3F inh = qHTS for Inhibitors of Vif-A3F Interactions: qHTS; HeLa A3F-eYFP + Vif (tagged APOBEC3F with the HIV-1 protein that degrades it), YFP fluorescence increase; Potency, µM (series often up to 46.1 µM), for inactives: at the top dose activity, negative = active; hit rate 0.2% among 390,000; AID 602313, 2012; note: potency is the fitted concentration of half-maximal effect; % of control where 0% means no effect; nearly all actives have a fitted effect of over 65% in size
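HeLa cells stably expressing Vif plus C-terminally eYFP-tagged A3F were seeded, incubated overnight at 37 deg C, dosed with compound, incubated overnight again at 37 deg C. Yellow fluorescence (Ex 488/Em 500-530) reported blocked Vif-mediated A3F-eYFP degradation.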
RGS4 inh = Inhibitors of Regulator of G Protein Signaling (RGS) 4: qHTS. Transcreener GDP fluorescence polarization, RGS4-accelerated GTP hydrolysis. Potency, µM (doses to about 114 µM), for inactives: top-dose activity change, negative = inhibition, actives largely listed as inhibitors. hit rate 0.039% among 390,000; note: potency is the fitted concentration of half-maximal effect; % is set by controls: 0 for no effect and ±100 for the full control effect; nearly all actives have a fitted effect of over 75% in size; some results filed as inactive show a strong effect at the top dose
Target sequence (P49798 whole entry, looked up): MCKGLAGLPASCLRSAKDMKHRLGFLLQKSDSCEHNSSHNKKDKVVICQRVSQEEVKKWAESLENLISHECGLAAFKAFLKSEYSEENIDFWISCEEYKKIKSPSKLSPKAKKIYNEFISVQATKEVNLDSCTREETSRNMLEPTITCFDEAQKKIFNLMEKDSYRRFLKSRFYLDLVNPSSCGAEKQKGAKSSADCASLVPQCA
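MLSMR compounds (23 nl, pin-transferred) preincubated 10 min at room temperature with a 500nM (2x) first reagent, then RGS4 at 900nM (2x) plus Transcreener GDP mix added; fluorescence polarization (620/688 nm) read before and after 90 min at 30 °C.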
* = called active by the depositor; ? = inconclusive; . = not tested or not shown; & = joins results of further samples; [ ] = another dose, or the depositor's remark. Unless noted, calls come from the whole dose curve; as a rule, active = well fitted curve in the direction sought with a large enough effect; inconclusive = small, poorly fitted or top-dose-only effect, or another doubt; inactive = no such curve, though single readings can be large; an effect the other way counts as inactive or inconclusive.

The opening two entries as a preview:
SMILES	LDHA inh	D2 ag	12-LOX inh	Vif-A3G inh	ERG Ets-DNA blk	D2 antagonist	Vif-A3F inh	Glioma ERSR ind	RGS4 inh
Cc1ccc(C(=O)CCC(=O)N(C)CC(=O)Nc2ccccc2Br)cc1	3	-0.2	-13%	-4%	7%	-9	-21%	-4%	-8%
CCSc1ncnc2nc[nH]c12	6	.	.	4%	.	.	.	-3%	-11%

All compounds of this part (from the top)
SMILES	LDHA inh	D2 ag	12-LOX inh	Vif-A3G inh	ERG Ets-DNA blk	D2 antagonist	Vif-A3F inh	Glioma ERSR ind	RGS4 inh
Cc1ccc(C(=O)CCC(=O)N(C)CC(=O)Nc2ccccc2Br)cc1	3	-0.2	-13%	-4%	7%	-9	-21%	-4%	-8%
CCSc1ncnc2nc[nH]c12	6	.	.	4%	.	.	.	-3%	-11%
CC(=O)Nc1ccc(S(=O)(=O)N(C)CC(=O)N2CCN(C(=O)c3ccco3)CC2)cc1	-10	.	-10%	2%	-7%	.	7%	-4%	-1%
CS(=O)(=O)c1ccc2nc(NC(=O)CC3CCCC3)sc2c1	-2	-1.4	-23%	0%	.	-9	1%	2%	-4%
COc1ccc(-c2nc3ccccc3c(=O)n2-c2c(C)n(C)n(-c3ccccc3)c2=O)cc1	-12	0.6	?	0%	-2%	9	5%	-8%	-1%
COc1cccc(-n2nnnc2SCC(=O)NCc2ccc3c(c2)OCO3)c1	0	-1.6	-2%[57.4 µM]	-5%	-2%	20	2%	0%	-33%
COc1ccccc1CNC(=O)C(=O)NCC1CCCN1S(=O)(=O)c1cccs1 (configuration not stated)	-9	0.2	-24%	2%	2%	-3	7%	-2%	-5%
Cc1[nH]c2ccccc2c1N=Nc1ccc(F)cc1	-5	1.4	?	-25%	6%	-4	-9%	7%	11%
CCCOP(=O)(OCCC)C(Nc1cccc(C(F)(F)F)c1)c1ccc(C)cc1 (configuration not stated)	5	3.4	-3%	5%	-2%	0	-6%	-1%	-4%
Nc1ccc(-c2nc3c(Cl)c(N)ccc3[nH]2)cc1	0	.	0%	-2%	3%	.	-5%	-6%	-24%
Cc1ccc(-n2c(SCC(N)=O)nc3c(c2=O)C2(CCCC2)Cc2ccccc2-3)cc1	5&-2	6.3	-8%&-12%	-3%	-1%	13	4%	-3%	-36%
O=C(Cn1ncc2c3ccccc3n(Cc3ccccc3F)c2c1=O)NCc1ccccc1Cl	-4	0.9	-15%	-4%	0%	.	-16%	-4%	-10%
CCCCCCc1ccc(OC(=O)c2ccncc2)cc1	-4	1.3	?	2%	3%	-9	7%	3%	-6%
c1ccc(-c2nnc(-c3ccncc3)o2)cc1	2	0.5	16%	1%	.	-3	-2%	2%	-11%
COc1cccc(Cn2c(CNC(=O)Cc3cccc(C)c3)nc3cccnc32)c1	1	-2.5	2%	0%	-1%	.	0%	0%	2%
CC(=O)c1ccc(NC(=O)CCOc2cc(C)ccc2C)cc1	1	-2.2	-15%	-1%	10%	-10	-3%	0%	-4%
Cc1ccccc1C(=O)NC(=S)Nc1ccc(N2CCN(C(=O)c3ccccc3)CC2)cc1	-6	-0.5	?	-1%	-6%	-2	-3%	-3%	-52%
CCOc1ccc(NC(=O)CN(C)C(=O)c2cc(C3CC3)nn2-c2ccccc2)cc1OCC	4	-0.8	0%	-2%	-7%	-14	0%	-2%	11%
CCCCSc1nc2c([nH]1)c(=S)n(C)c(=O)n2C	-2	.	-6%	-3%	.	.	5%	-3%	0%
COc1ccccc1CNC(=O)C1CCC(=O)N(CCCc2ccccc2)C1 (configuration not stated)	-1	0.7	-1%	-3%	-4%	5	10%	5%	21%
CCOC(=O)CC(=O)CSc1nc2ccc(OC)cc2cc1C	-4	0.1	6%	0%	9%	11	1%	5%	21%
COc1cc(C2C3=C(CCCC3=O)Nc3ccc4ncccc4c32)ccc1O (configuration not stated)	19	1.4	-17%	?	3%	3	?	4%	-24%
O=C(COc1ccccc1)N/N=C/c1ccc([N+](=O)[O-])o1	8	-0.1	?	-11%	24%	-11	3%	-2%	-8%
Nc1nc2ccccc2n1/N=C/c1ccc2c(c1)OCO2	-6	-1.5	?	-12%	-8%[15.4 µM]	1	8%	1%	-12%
COc1ccc(-c2nc(SCC(=O)Nc3c(F)cccc3F)n[nH]2)cc1	-9	0.5	-8%	2%	-1%	0	1%	-1%	2%
[O-]/[N+](=C\c1ccccc1)c1ccc(Br)cc1	-4	0.4	0%	-5%	-1%	-13	7%	-1%	?
CCn1cc(/C=C/C(=O)Nc2c(C)nn(Cc3ccccc3C)c2C)cn1	-2	17	11%	-4%	-1%	11	-2%	-3%	-5%
CC1(C)O[C@@H](CC(=O)O)[C@]23CO[C@H](C(=O)[C@]4(C)C2CC[C@@]2(C)[C@H](c5ccoc5)OC(=O)C5O[C@]524)[C@@H]13 (some centres not stated)	3	.	-1%	2%	-21%	.	7%	-1%	0%
CC(C)c1ccc(NC(=O)CSc2nc(=O)n(Cc3ccccn3)c3c2CCC3)cc1	-1	-3.8	-14%	9%	-1%	.	0%	-3%	-32%
COc1ccc(/C=C(\NC(=O)c2ccccc2)C(=O)NCC2CCCO2)cc1 (configuration not stated)	-8	.	-12%	3%	7%	.	-7%	-4%	13%
Cc1ccc(C(=O)N2CCN(c3ccc(N4CCOCC4)nn3)CC2)cc1C	-6	0.3	-26%	2%	10%	8	3%	-3%	-2%
O=C(c1cccc(NS(=O)(=O)c2ccccc2)c1)N1CCCCC1	15	-0.5	-3%	1%	9%	1	3%	-1%	-11%
O=C(COn1nnc2ccc(S(=O)(=O)N3CCOCC3)cc21)NCCc1ccccc1	0	-1.4	-20%	0%	.	6	?	-4%	-14%
COc1ccc2c(C)c(CCC(=O)NC3CC3)c(=O)oc2c1	-2	0.0	39%[activator]	-3%	7%	24	7%	-1%	-1%
Cc1ccc(-n2ncc3c(N4CCN(Cc5ccccc5)CC4)ncnc32)cc1C	-3	0.8	-6%	-8%	5%	.	1%	-3%	2%
O=C(N/N=C/c1ccc(OC(=O)c2ccc(Br)cc2)cc1)c1ccncc1	-4	0.4	4%	0%	-1%	9	-20%	-2%	-42%
COC(=O)C1CC(c2ccc(Cl)cc2)=NO1 (configuration not stated)	0	-0.4	-15%	2%	-7%	-7	-18%	0%	8%
CCc1cccc(NC(=O)Cn2c(=O)n(-c3cccc(Cl)c3)c(=O)c3c2c2cc(C)ccc2n3C)c1	-5	.	-6%	-4%	0%	.	0%	0%	3%
c1ccc(Oc2ccc(-n3cnnn3)cc2)cc1	1	-0.3	-2%	0%	9%	-7	-7%	1%	-11%
Clc1cc2c(c(CSc3nc4ccccc4n4cccc34)c1)OCOC2	-5	3.1	?	4%	18%	12	-11%	-2%	-17%
O=C(NCc1ccncc1)C1Cc2c(-c3ccc4c(c3)OCO4)ccnc2O1 (configuration not stated)	-2	.	2%	?	.	.	.	-4%	.
COc1ccc(NC(=O)CN2CCN(c3c(C)cccc3C)CC2)cc1	0	-0.1	0%	-30%	8%	4	-14%	-5%	-12%
COc1ccc(CCNS(=O)(=O)c2c(C)nc3sccn3c2=O)cc1OC	-10	0.6	-3%	-5%	-2%	.	-2%	-1%	21%
COC(=O)c1cc(Br)ccc1N(Cc1cc(OC)cc(OC)c1)S(C)(=O)=O	2	0.0	-22%	1%&-3%	2%	29	2%	-4%&0%	-9%
COc1ccc(Cl)cc1S(=O)(=O)Nc1cccc(-c2ccc(N3CCCC3)nn2)c1	-2	-0.4	-23%	1%	-5%	.	0%	6%	11%
O=C(NC1CC1)c1ccc(CS(=O)(=O)c2c(Cl)cccc2Cl)o1	-6	0.3	432%[activator]	2%	8%	-4	-1%	-5%	16%
CCOC(=O)c1ccc(N/C=C/C(=O)c2ccc(OC)c(OC)c2)cc1	-2	0.1	-5%	-6%	4%	-9	-10%	-4%	-16%
Cc1cccc(C(=O)OCC(=O)Nc2ccc3c(c2)OCCO3)c1	-3	0.9	?	3%	-4%	-5	-14%	0%	-6%
CC1=C(C(=O)Nc2ccc(F)cc2)C(c2ccc(C)o2)C2=C(CC(C)(C)CC2=O)N1 (configuration not stated)	1	1.5	0%	1%	-14%	-19	-6%	-1%	-3%

An excerpt (hit frequency here may not be typical).
